# Source: PubChem BioAssay (National Center for Advancing Translational Sciences (NCATS))
# CBFb RUNX1 block: blocks binding between human CBF-beta and RUNX1 | Q01196+Q13951 | AlphaScreen CBFb-His/RUNX1-biotin binding, biochemical | Potency, µM (doses to about 59.8 µM), for inactives: at the highest dose activity, negative = inhibition, most hits filed as inhibitors | 230,000 tested, under 10 active | AID 1477; further: % of control where 0% means no effect
# Target sequence (Q01196 whole entry, looked up): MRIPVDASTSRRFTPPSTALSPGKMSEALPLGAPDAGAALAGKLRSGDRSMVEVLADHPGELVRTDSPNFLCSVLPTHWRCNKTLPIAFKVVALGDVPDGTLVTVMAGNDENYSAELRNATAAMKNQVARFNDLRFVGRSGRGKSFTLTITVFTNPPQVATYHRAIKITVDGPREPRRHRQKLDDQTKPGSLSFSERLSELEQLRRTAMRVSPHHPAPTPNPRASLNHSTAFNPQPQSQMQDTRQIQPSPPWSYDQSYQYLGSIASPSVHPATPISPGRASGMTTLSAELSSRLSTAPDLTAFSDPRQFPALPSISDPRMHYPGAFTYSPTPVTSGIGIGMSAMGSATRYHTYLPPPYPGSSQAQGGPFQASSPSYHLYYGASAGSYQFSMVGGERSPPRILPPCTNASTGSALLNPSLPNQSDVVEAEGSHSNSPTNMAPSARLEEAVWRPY
# Target sequence (Q13951 whole entry, looked up): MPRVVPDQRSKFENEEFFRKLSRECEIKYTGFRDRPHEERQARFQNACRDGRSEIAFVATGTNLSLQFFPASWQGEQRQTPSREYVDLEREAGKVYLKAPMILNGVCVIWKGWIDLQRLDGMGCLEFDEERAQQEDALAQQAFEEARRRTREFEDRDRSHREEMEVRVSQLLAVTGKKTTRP
#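 Inhibition was taken as any reduction in AlphaScreen signal from the CBF-beta–RUNX1 pair (His and biotin tags, 30 nM each), measured after compound (15 min) and bead (90 min) incubations at room temperature.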
# Luc counter: Kinase-Glo luciferase inhibition (counter-screen); Kinase-Glo luciferase, ATP luminescence, 8 min; Potency, µM (doses to about 38.3 µM), for inactives: top-dose activity change, negative = inhibition, most hits filed as inhibitors; hit rate 0.28% among 200,000; AID 1379; further: potency means the concentration at half of the fitted maximal effect; on the % scale 0 is the no-effect control and ±100 the full control effect; nearly all actives have a fitted effect of over 60% in size
#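 Light output from Kinase-Glo luciferase with luciferin and 10 uM ATP in 50 mM imidazole pH 7.2, KCl, MgCl2, Tween 20, BSA; compound pin-delivered, 8-min ambient incubation, then luminescence read.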
# Epigenetic derep: derepresses silenced GFP reporter in murine cells; murine LDR cells, GFP reporter derepression, 30 h; Potency, µM (doses to about 53.9 µM), for inactives: top-dose GFP activation, actives largely listed as activators; hit rate 0.2% among 280,000; further: potency means the concentration at half of the fitted maximal effect; % of control where 0% means no effect; nearly all actives have a fitted effect of over 60% in size
#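 Murine LDR cells carrying a silenced, genomically integrated CMV-driven GFP reporter were exposed to compound for 30 hours at 37 C. After PBS washes, GFP-positive cells (20–120 um objects) were counted by laser-scanning microplate cytometry.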
# IMPase Li cell: membrane-permeable IMPase blocker, potentiated with lithium. CHO-M1 cells, IP1 TR-FRET (IP-One), carbachol + lithium. hit rate 0.35% among 210,000. Potency, µM (titrated, usually from 59.4 µM), inactives show at the highest dose activity, negative = IMPase inhibition, most hits filed as inhibitors. AID 1457;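 further: IP1 builds up when IMPase is blocked and the TR-FRET signal falls; potency means the concentration at half of the fitted maximal effect; plate controls were basal vehicle for no effect and high inhibitor control for full effect; nearly all actives have a fitted effect of over 50% in size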
#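 CHO-M1, 2000 cells/well, 16–30 h culture; cpd + low Li+, 30 min 37C; lysis with d2-IP1/Eu-anti-IP1 Ab, 10 min RT; TR-FRET 665/620 ratio and 620 channel; AC50 via Hill.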
# HTT aggregate: inhibitors of mutant huntingtin aggregate formation in PC12 cells | PC12 HttQ103-GFP aggregates, Acumen cytometry, 40 h | Potency, µM (highest dose often 46.1 µM), without a hit: at the highest dose activity change, negative = inhibition, usual class: inhibitors | hit rate 1.1% among 220,000 | AID 1688; further: potency means the concentration at half of the fitted maximal effect; on the % scale 0 is the no-effect control and ±100 the full control effect; nearly all actives have a fitted effect of over 60% in size
#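 PC12 cells stably carrying ecdysone-inducible HTT exon 1 Q103–GFP were induced with tebufenozide (100 nM final) and treated with library compounds in titration. GFP aggregates in lysates were counted by laser scanning cytometry.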
# NPSR antagonist: antagonists of human neuropeptide S receptor cAMP signaling | CHO-NPSR cells, cAMP TR-FRET, antagonist mode | Potency, µM (titrated, usually from 38.3 µM), without a hit: at the top dose activity change, negative = inhibition, hits mostly inhibitors | hit rate 1% among 220,000 | AID 1461; further: potency means the concentration at half of the fitted maximal effect; on the % scale 0 is the no-effect control and ±100 the full control effect; nearly all actives have a fitted effect of over 50% in size; many of its hits are not listed in these tables
# Target sequence (Q6W5P4 whole entry, looked up): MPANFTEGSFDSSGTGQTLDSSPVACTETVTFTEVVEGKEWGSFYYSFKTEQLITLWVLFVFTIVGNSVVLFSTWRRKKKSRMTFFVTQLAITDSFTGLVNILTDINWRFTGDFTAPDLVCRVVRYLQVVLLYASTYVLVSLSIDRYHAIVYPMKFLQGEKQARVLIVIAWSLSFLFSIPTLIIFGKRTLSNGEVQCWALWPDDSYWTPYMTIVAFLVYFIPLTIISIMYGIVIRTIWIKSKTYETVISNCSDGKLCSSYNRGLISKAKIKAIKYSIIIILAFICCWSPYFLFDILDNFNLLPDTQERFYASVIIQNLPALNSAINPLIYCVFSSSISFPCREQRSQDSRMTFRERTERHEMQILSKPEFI
# Lamin A splicing: LMNA splicing modulation; Potency, µM (top dose mostly 46.1 µM), for inactives: at the highest dose ratio change, negative = inhibition, usual class: inhibitors; hit rate 0.01% among 200,000; HeLa LMNA splicing GFP/RFP minigene ratio, 48 h; active means well fitted inhibition curve with a large enough effect in the signal ratio, with a control signal flat, not every such curve was filed as active; inconclusive means small, poorly fitted or top-dose-only effect, or effect the other way, or a change in a side signal; the % refers to the signal ratio; further: potency means the concentration at half of the fitted maximal effect; on the % scale 0 is the no-effect control and ±100 the full control effect
#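 S3 HeLa stable clones carrying a lamin A-EGFP splicing minigene plus DsRed2 were seeded at 600 cells/well in Opti-MEM with 2% FBS, pin-dosed and incubated 48 h at 37°C. Acumen cytometry (488 nm) gave the GFP/RFP total-intensity ratio.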
# Active calls of the source: *; ? = inconclusive; · = no result given; & = joins results of further samples; [ ] = another dose, or the depositor's remark. Unless noted, the call rests on the fitted dose curve; in most records, active means well fitted curve in the direction sought with a large enough effect; inconclusive means small, poorly fitted or top-dose-only effect, or another doubt; inactive means no such curve, though single readings can be large; an effect the other way counts as inactive or inconclusive. Not all compounds are listed; the hit share may differ from the screen's.
SMILES,CBFb RUNX1 block,Luc counter,Epigenetic derep,IMPase Li cell,HTT aggregate,NPSR antagonist,Lamin A splicing
CCOC(=O)COc1ccc(C(=O)Nc2cccc(Cl)c2C)cc1,3%,4%,-1.3%,4%,-4%[9.22 µM],-11%,?
O=C(Nc1cccc(F)c1)c1ccc(Br)o1,18%[89.1 µM],-8%[39.9 µM],0.0%&0.3%,-10%&-1%,?,6%,-6%
COC(=O)[C@H](CCSC)NC(=O)Nc1ccc(S(N)(=O)=O)cc1,-3%,·,2.9%,·,1%[9.22 µM],-16%,·
COc1ccc(CNC(=O)C2CCCN2S(=O)(=O)c2ccc(S(=O)(=O)N(C)C)cc2)cc1 (stereo not drawn),2%,13%,-0.2%,-3%[38.3 µM],1%,8%[46.1 µM],1%
Nc1[nH]c(N=NC(=O)c2ccccc2)c2ccccc12,4%,-21%,-0.9%,4%,-10%,-10%,-3%
COc1ccc2c(CC(=O)Nc3ccccc3OC)coc2c1,5%,-9%,-3.0%,13%,-4%,-5%,·
CC(=O)c1ccc(OC(=O)c2ccc(Br)o2)cc1,-5%,-2%,0.6%,7%[38.3 µM],-8%,6%[7.67 µM],13%
S=C(Nc1ccccc1Cl)N(CCCN1CCOCC1)Cc1ccccn1,4%,9%,0.0%,0%,-5%,2%,·
O=C(N/N=C/c1ccc(Cl)cc1Cl)C1CCN(c2ncc(C(F)(F)F)cc2Cl)CC1,2%,-3%,1.0%,-1%[38.3 µM],-1%,-9%[46.1 µM],3%
Cc1ccccc1NC(=S)NNC(=O)c1csc2c1CCC(C)C2 (stereo not drawn),-1%,-8%,-1.0%,10%[38.3 µM],?,-3%[46.1 µM],?
CC(C)Cc1csc(NC(=O)c2ccc(Cl)cc2)c1C(=O)O,7%,1%,0.0%,13%,22µM*,-7%[46.1 µM],?
c1ccc(OCCOCCSc2ncccn2)cc1,2%,-8%,-2.3%,-7%[38.3 µM],-3%,-6%[46.1 µM],8%
CCCCCCN(C(=O)CCCCCN1C(=O)NC(c2ccc(-c3ccccc3)cc2)C(C(=O)OCc2ccccc2)=C1C)C(C(=O)NCCCC)c1ccc(OCC(=O)OC)c(C(=O)OC)c1 (stereo not drawn),4%,·,-3.2%,·,8%[9.22 µM],-9%,·
O=C(Nc1cccc(C(F)(F)F)c1)n1cc(-c2ccccn2)c(N2CCOCC2)n1,-16%,-1%,1.3%,-1%,0%,5%,-19%[9.22 µM]
CC(C)(C)CC(=O)Nc1cc(S(=O)(=O)N2CCOCC2)ccc1N1CCCC1,12%,·,2.0%,·,-3%[9.22 µM],-3%,·

# Record cards, as listed above. Order of values: CBFb RUNX1 block, Luc counter, Epigenetic derep, IMPase Li cell, HTT aggregate, NPSR antagonist, Lamin A splicing
# CC(C)(C)CC(=O)Nc1cc(S(=O)(=O)N2CCOCC2)ccc1N1CCCC1 as listed: 12%, ·, 2.0%, ·, -3%[9.22 µM], -3%, ·
# Nc1[nH]c(N=NC(=O)c2ccccc2)c2ccccc12 as listed: 4%, -21%, -0.9%, 4%, -10%, -10%, -3%

# Next section
SMILES,CBFb RUNX1 block,Luc counter,Epigenetic derep,IMPase Li cell,HTT aggregate,NPSR antagonist,Lamin A splicing
Cc1cc(C(=O)COC(=O)c2ccc[nH]c2=O)c(C)n1C,-12%,-4%,1.0%,-3%,14%,7%,3%
COc1ccc(CCNS(=O)(=O)c2ccc3c(c2)CCN3C(=O)CCC(=O)O)cc1OC,11%,2%,0.0%,-1%[38.3 µM],-12%,-9%[46.1 µM],8%
COc1ccc(N2CC(C(=O)N/N=C/c3c[nH]c4ccccc34)CC2=O)cc1 (stereo not drawn),-6%,-1%,0.4%,-4%,13%,2%,·
Cc1ccc(Cl)cc1NC(=O)COC(=O)C1CC1,1%,3%,0.9%,0%,33%,8%,13%[46 µM]
CCOC(=O)c1cc2sc(C)cc2n1CC(=O)N1CCOCC1,7%,5%,4.1%,1%[38.3 µM],-2%,-14%[46.1 µM],3%
COC(=O)c1cccnc1NC(=S)NC(C)C,2%,·,1.1%,-5%,18%,26%,·
CCCS(=O)(=O)c1nc(S(=O)(=O)c2ccc(C)cc2)c(NCc2ccccn2)s1,-7%,·,-0.3%,2%,-5%,-20%,·
O=C(NCc1ccco1)C(Cc1ccccc1)N1C(=O)c2ccccc2C1=O (stereo not drawn),-2%,5%,1.9%,33%[38.3 µM],-13%,-7%[46.1 µM],-16%
COC(=O)c1cc(C(=O)CSc2nc(C)cc(C)n2)ccc1O,5%,-5%,0.0%,-7%[38.3 µM],9%,-22%[46.1 µM],17%
CSCCC1NC2(C(=O)Nc3c2ccc(Cl)c3C)[C@@H]2C(=O)N(C3CCCC3)C(=O)[C@H]12 (stereo partly drawn),-16%,0%,-1.0%,12%[38.3 µM],2%,0%[46.1 µM],-2%
O=C(COC(=O)c1ccccc1OCc1ccc(Cl)cc1)NC1CC1,4%,2%,-1.8%,0%[38.3 µM],16%,?,-6%[0.0737 µM]
CCCCNC(=O)COC(=O)CCC(=O)c1ccc(F)cc1,1%,-4%,4.5%,22%[38.3 µM],24%,-11%[46.1 µM],2%
NNc1ccc(Cl)c(C(=O)O)c1,-2%,·,3.7%,·,-16%[9.22 µM],-25%,·
CC(C)(C)Nc1nc(Oc2ccc(=O)[nH]n2)nc(N2CCOCC2)n1,5%,0%,1.2%,-7%,?,8%,·
COc1ccc(CCC(=O)Nc2ccc(Cl)c(S(=O)(=O)N3CCCC3)c2)cc1,5%,·,1.0%,·,4%[9.22 µM],-32%,·

# The last 2 compounds of the part above are carried over, then new ones follow:
SMILES,CBFb RUNX1 block,Luc counter,Epigenetic derep,IMPase Li cell,HTT aggregate,NPSR antagonist,Lamin A splicing
CC(C)(C)Nc1nc(Oc2ccc(=O)[nH]n2)nc(N2CCOCC2)n1,5%,0%,1.2%,-7%,?,8%,·
COc1ccc(CCC(=O)Nc2ccc(Cl)c(S(=O)(=O)N3CCCC3)c2)cc1,5%,·,1.0%,·,4%[9.22 µM],-32%,·
COc1cc(C2C3=C(CC(C)(C)CC3=O)NC3=C2C(=O)c2ccccc23)ccc1O (stereo not drawn),-14%,-3%,0.0%,27%,7%,-34%,·
Cn1nc(NC(=O)C(C)(C)C)c2c(F)cccc21,5%,·,7.8%,·,-13%[9.22 µM],-19%,·
COc1ccc(N=c2sc3ccccc3n2C)cc1,4%,-3%,-2.1%,25%[38.3 µM],-1%,?,-1%
CN1CCc2c(n(CC(O)CN3C(=O)c4ccccc4S3(=O)=O)c3ccccc23)C1=O (stereo not drawn),-1%,-1%,-1.0%,-3%,8%,-2%[46.1 µM],-14%
CCOc1ccccc1C1C(C(=O)Nc2ccccc2OC)=C(C)Nc2nnnn21 (stereo not drawn),-2%,0%,0.0%,0%[38.3 µM],-25%,-19%[46.1 µM],-9%
CCOC(=O)N1CCN(CCC(=O)Nc2cccc(Br)c2)CC1,5%&-9%,-3%&-2%,4.8%&-3.2%,9%&8%[38.3 µM],2%[9.22 µM],-24%&-7%[46.1 µM],9%&7%
COCC(=O)Nc1cccc(Br)c1,2%,-1%,1.8%,19%[38.3 µM],-23%,6%[46.1 µM],2%
Oc1ccc[n+](CCCCC[n+]2cccc(O)c2)c1,3%,·,-1.0%,·,-17%[9.22 µM],5%,·
Cc1sc2ncn(CC(=O)NCCCOC(C)C)c(=O)c2c1S(=O)(=O)N1CCN(c2ncccn2)CC1,-5%,-3%,0.1%,-2%,-18%,-4%,17%[46 µM]
O=c1c2c(nc3c(-c4ccc(Cl)cc4)c[nH]n13)CCCC2,1%,-7%,-1.9%,-8%[38.3 µM],7.1µM*,-17%[46.1 µM],?
CC(=O)N1CCN(CC(=O)Nc2ccc(Cl)c(S(=O)(=O)N(C)C)c2)CC1,0%,-3%,0.0%,2%,-7%,22%,0%
NC12CCc3c(no[n+]3[O-])C1(O)CC(c1ccccc1)=[N+]2[O-] (stereo not drawn),6%,-5%,1.9%,17%[38.3 µM],0%,-10%[46.1 µM],-2%
Cc1cc(CNC(=O)c2cc(Br)ccc2Cl)nn1C,0%,0%,0.0%,17%[38.3 µM],1%,1%[46.1 µM],7%
CCOC(=O)c1sc2nc3c(SCC(=O)O)cc(C(=O)c4cc(F)ccc4O)cn3c(=O)c2c1C,?,3%,0.9%,1%,-9%,-34%,-3%
COc1ccccc1N1CCN(C(=O)CCNS(=O)(=O)c2ccc3c(c2)CCC(=O)N3)CC1,4%,-1%,0.0%,12%[38.3 µM],-5%,-4%[46.1 µM],6%

# Records above shown as hits in HTT aggregate:
compound | CBFb RUNX1 block | Epigenetic derep | IMPase Li cell | HTT aggregate | NPSR antagonist
CC(C)Cc1csc(NC(=O)c2ccc(Cl)cc2)c1C(=O)O | 7% | 0.0% | 13% | 22µM* | -7%[46.1 µM]
O=c1c2c(nc3c(-c4ccc(Cl)cc4)c[nH]n13)CCCC2 | 1% | -1.9% | -8%[38.3 µM] | 7.1µM* | -17%[46.1 µM]

# Other entries:
SMILES,CBFb RUNX1 block,Luc counter,Epigenetic derep,IMPase Li cell,HTT aggregate,NPSR antagonist,Lamin A splicing
CCn1c(CC(=O)Nc2ccc(C)cc2)nnc1SCC(=O)Nc1nc(C)cs1,2%,-4%,1.1%,-18%[38.3 µM],2%,-11%[46.1 µM],3%
CC(C)N(C(=O)CC1ON(C)C(=O)N1c1ccc(Cl)cc1)C(C)C (stereo not drawn),?,0%,4.9%,-4%,-4%,-21%,16%[9.22 µM]
COc1ccc(CNC2CC(=O)N(C)C2=O)cc1 (stereo not drawn),4%,0%,-0.7%,0%[38.3 µM],12%,-13%[46.1 µM],?
CNS(=O)(=O)c1cnccc1N1CCN(c2cccc(C(F)(F)F)c2)CC1,1%,6%,-0.9%,3%[38.3 µM],7%,-4%[46.1 µM],5%
C=CCN1CN(Cc2ccco2)CNC1=S,5%,4%,2.3%,-5%,-2%,-4%[46.1 µM],-1%
O=C(CSc1nccc(=O)[nH]1)Nc1ccc(S(=O)(=O)N2CCOCC2)cc1,15%,-2%,-1.2%,2%,-3%,-6%[46.1 µM],-4%
COc1ccccc1-c1nnc(N(C)C(=O)C2CCCO2)s1 (stereo not drawn),-2%,0%,-3.0%,-6%[38.3 µM],2%[9.22 µM],-7%[46.1 µM],4%
